Source: PubChem BioAssay
PLK1 PBD inh: blocks phosphopeptide binding to human PLK1 polo-box domain | P53350 | Plk1 PBD binding of FITC phosphopeptide, fluorescence polarization | Potency, µM, without a hit: max response, negative = inhibition, usual class: inhibitors | actives 2.8% (n = 360,000); further: potency means the concentration at half of the fitted maximal effect; series mostly up to about 57 µM; on the % scale 0 is the no-effect control and ±100 the full control effect; nearly all actives have a fitted effect of over 65% in size
GLP-1R agonist: GLP-1 receptor (human) agonism; P43220; HEK293 GLP-1R CRE-luciferase, luminescence, 4-6 h; cells express a hypersensitive GLP-1R form; Potency, µM (highest dose often 45.6 µM), for the others: at the highest dose activation, most hits filed as activators; actives 0.007% (n = 380,000); AID 624172; further: potency means the concentration at half of the fitted maximal effect; % of control where 0% means no effect
PI5P4K alpha inh: inhibitors of human PI5P4K alpha; PI5P4Kalpha enzyme, ADP-Glo luminescence, 60 min; hits give low values; max response, %; actives 1.2% (n = 330,000); AID 652105; active means max response of -50% or lower; inconclusive means between -30% and -50%; inactive means -30% or higher; further: value at the top dose of about 77 µM; on the % scale 0 is the no-effect control and ±100 the full control effect
Target sequence (P48426 whole entry, looked up): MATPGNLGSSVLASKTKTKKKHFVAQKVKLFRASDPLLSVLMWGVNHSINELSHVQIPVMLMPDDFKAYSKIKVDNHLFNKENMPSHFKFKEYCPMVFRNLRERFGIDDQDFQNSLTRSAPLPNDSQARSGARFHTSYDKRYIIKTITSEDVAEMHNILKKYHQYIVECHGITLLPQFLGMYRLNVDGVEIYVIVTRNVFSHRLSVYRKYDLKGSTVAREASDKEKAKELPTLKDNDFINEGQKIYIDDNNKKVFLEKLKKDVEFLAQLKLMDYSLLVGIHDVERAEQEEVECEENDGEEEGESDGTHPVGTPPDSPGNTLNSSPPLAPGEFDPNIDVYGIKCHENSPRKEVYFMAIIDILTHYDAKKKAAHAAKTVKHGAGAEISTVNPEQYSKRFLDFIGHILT
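Controls without substrate or without enzyme flank wells where PI5P4Kalpha converts substrate using 5 microM ATP (final). Incubation lasts 60 minutes at room temperature; ADP formed is read by ADP-Glo luminescence.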
IL-2 act: activators of IL-2 | IL-2 activation reporter assay, cell-based qHTS; stimulated with anti-CD3/CD4/CD28 beads; in transgenic mouse T cells | activation, % (series mostly up to about 46 µM) | actives 0.065% (n = 360,000); in the data active means activation above about 50%; inconclusive means mostly about 30% to 49%; further: 0% is about no effect
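Using fluorescent plate cytometry, EGFP and DsRed are detected in transgenic mouse T cells stimulated 18 h at 37 degrees C with antibody-coated beads after 60 min compound pretreatment.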
WRN helicase inh: WRN helicase (human) inhibition; Q14191; WRN helicase unwinding, fluorescent forked duplex, kinetic; Potency, µM (top dose mostly 114 µM), for the others: at the top dose activity change, negative = inhibition, usual class: inhibitors; actives 0.46% (n = 360,000); AID 651768; further: potency means the concentration at half of the fitted maximal effect; on the % scale 0 is the no-effect control and ±100 the full control effect; nearly all actives have a fitted effect of over 55% in size
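WRN at 20 nM final preincubated with compound 15 min at room temperature; reaction started with 100 nM fluorophore/quencher forked duplex oligonucleotide and 2 mM ATP final. Unwinding followed kinetically by red fluorescence (ex 525, em 598 nm).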
DRD3 agonist: agonists of human D3 dopamine receptor; P35462; D3R DiscoveRx beta-arrestin cells, luminescence, 90 min; max activation, %; actives 0.58% (n = 410,000); AID 652048; in the data active means max activation above about 30%; further: 0% is about no effect; mostly tested at two doses, the higher about 12 µM
Target sequence (P35462 whole entry, looked up): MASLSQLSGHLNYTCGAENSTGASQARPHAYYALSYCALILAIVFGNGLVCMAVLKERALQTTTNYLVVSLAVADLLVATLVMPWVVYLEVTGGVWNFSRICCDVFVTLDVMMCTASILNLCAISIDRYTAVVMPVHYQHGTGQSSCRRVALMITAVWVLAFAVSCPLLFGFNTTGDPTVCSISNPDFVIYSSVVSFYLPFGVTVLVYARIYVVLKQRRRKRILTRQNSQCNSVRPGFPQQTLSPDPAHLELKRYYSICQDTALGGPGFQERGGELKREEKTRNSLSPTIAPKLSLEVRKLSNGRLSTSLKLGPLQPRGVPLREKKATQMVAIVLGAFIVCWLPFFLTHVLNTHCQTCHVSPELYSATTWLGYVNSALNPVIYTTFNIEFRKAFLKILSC
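Agonist-mode cell screen: cells plated at 1500/well and incubated overnight at 37 °C, then exposed to library compounds for 90 min at 37 °C. Detection reagent was added for 30–60 min at room temperature, and luminescence was read.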
GLP1R cytotox: cytotoxicity counter-screen for GLP-1 receptor inverse agonists; actives 0.13% (n = 410,000); HEK293 cAMP-luciferase reporter cells, luminescence, 24 h; Potency, µM (series often up to 38.3 µM), without a hit: at the highest dose activity change, negative = inhibition, usual class: inhibitors; AID 624418;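 further: loss of luciferase light is scored as toxicity; potency means the concentration at half of the fitted maximal effect; on the % scale 0 is the no-effect control and ±100 the full control effect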
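1536-well qHTS counterscreen of the MLSMR; 200 cells/uL, 12 h pre-incubation, 23 nL cpd, 24 h at 37 deg C 5% CO2, luciferase detection reagent, 12 min RT, luminescence. Inhibition = undesired.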
GLP1R inv ag: GLP-1 receptor (human) inverse agonism; P43220; actives 1.6% (n = 410,000); HEK293 GLP-1R CRE-luciferase, luminescence, 24 h; GLP-1R form is constitutively active; Potency, µM (doses to about 38.3 µM), for the others: at the highest dose activity change, negative = inhibition, actives largely listed as inhibitors; further: potency means the concentration at half of the fitted maximal effect; on the % scale 0 is the no-effect control and ±100 the full control effect; nearly all actives have a fitted effect of over 55% in size
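Inverse agonism was detected as reduced cAMP-driven luciferase luminescence after 24 h compound treatment. The cells were HEK293 clones expressing constitutively active human GLP-1R with the reporter. Reporter-only and GPR119 cell lines served as counterscreen controls.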
DRD3 antagonist: D3 dopamine receptor (human) antagonism | P35462 | D3R cells, DiscoveRx beta-arrestin luminescence, antagonist mode; hits give low values | max response, negative = inhibition, % | actives 2.5% (n = 360,000); in the data active means max response below about -50%; inconclusive means no clear call, values can overlap the other calls; further: on the % scale 0 is the no-effect control and ±100 the full control effect; mostly tested at two doses, the higher about 12 µM
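Cells expressing the human receptor were seeded at 1500 cells/well, incubated overnight at 37 degrees C in 5% CO2, then exposed to library compounds with dopamine controls for 90 minutes at 37 degrees C before luminescent detection.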
Active calls of the source: *; ? = inconclusive; . = no result given; [ ] = dose if it differs, or a comment. Unless noted, the call rests on the fitted dose curve; in most records, active means well fitted curve in the direction sought with a large enough effect; inconclusive means small, poorly fitted or top-dose-only effect, or another doubt; inactive means no such curve, though single readings can be large; an effect the other way counts as inactive or inconclusive.

1	CN(C)C(=S)NC(=O)C12CC3CC(C)(CC(C)(C3)C1)C2
2	CCOC(=O)C1CCCN(CCC(=O)Nc2cccc(Cl)c2C)C1 (stereo not drawn)
3	OCCN1CCN(c2ncnc3c2ncn3[C@H]2CN(Cc3ccco3)C[C@@H](CO)O2)CC1
4	O=C(Nc1ncn[nH]1)c1cc(S(=O)(=O)Nc2ccc(Cl)cc2)ccc1Cl
5	CCCCCc1ccc(-c2ccc(C(=O)O)cc2)nc1
6	Cc1ccccc1N1CN(Cc2ccco2)CNC1=S
7	COc1cc2c(cc1OC)CN(c1ccc3ccccc3n1)CC2
8	CC1=C(C(=O)Nc2ccccc2)C(c2cccnc2)n2nc(SCc3ccccc3Cl)nc2N1 (stereo not drawn)

Screen / compound no.,1,2,3,4,5,6,7,8
PLK1 PBD inh,-16%,1%,-11%,-17%,-19%,-12%,-13%,.
GLP-1R agonist,6%,0%,-3%,-6%,-26%,3%,13%,0%
PI5P4K alpha inh,0,-13,0,1,5,2,-1,.
IL-2 act,0.6,0.7,0.2,1.7,1.5,-2.5,-0.2,.
WRN helicase inh,6%,4%,-2%,-22%,-7%,-1%,2%,.
DRD3 agonist,6,-17,-8,4,1,9,-8,-12
GLP1R cytotox,-12%,3%,-6%,15%,7%,-2%,103%[activator],-3%
GLP1R inv ag,-29%,-15%,28%,-16%,0%,-6%,-13%,14%
DRD3 antagonist,-7,-16,-8,3,0,-11,12,.

9	CN1C(=O)N(C)C2(c3ccccc3)NNC(N)=NC12c1ccccc1 (stereo not drawn)
10	COc1ccc(-c2nn(-c3ccccc3)cc2C(=O)Nc2nccs2)cc1
11	COc1ccccc1NC(=O)N1CCN(c2ccccc2F)CC1
12	CCN(CC(=O)NCc1ccc(Cl)cc1)CC(=O)NC1(C#N)CCCC1
13	COc1ccc(-n2nc(C(=O)N3CCCCC3)c(C)c(C#N)c2=O)cc1
14	COCc1ccc(C(=O)N2CCCC(C(=O)c3ccc(Cl)cc3C)C2)o1 (stereo not drawn)
15	COc1ccc2c(c1)OC[C@H]1[C@H]2N2C(=O)CN(Cc3ccc(C)cc3)C(=O)[C@@]2(C)[C@H]1c1ccccc1
16	CN(C)S(=O)(=O)N1CCC(Oc2cccc(C(=O)NC3CCCCCC3)c2)CC1

Screen / compound no.,9,10,11,12,13,14,15,16
PLK1 PBD inh,-12%,-3%,-7%,-16%,-6%,19µM*,5%,1%
GLP-1R agonist,19%,-2%,8%,13%,7%,6%,-4%,3%
PI5P4K alpha inh,3,12,0,1,4,-1,1,-6
IL-2 act,-0.6,-0.6,-1.1,-3.0,-2.0,-4.0,-1.3,-2.8
WRN helicase inh,10%,-9%,2%,1%,-1%,-10%,-2%,-25%
DRD3 agonist,-1,28,-2,13,-2,-5,-9,1
GLP1R cytotox,-17%,?,2%,?,-2%,-17%,-17%,-8%
GLP1R inv ag,5%,?,-12%,4%,3%,?,?,?
DRD3 antagonist,-12,0,-1,6,11,14,-5,1

17	O=C(CCCN1C(=O)/C(=C/c2cccs2)SC1=S)NNC(=O)c1cccnc1
18	O=C(NCCc1ccccc1)c1ccc(CS(=O)(=O)Cc2ccc(F)cc2)o1
19	O=C(CNCc1ccccn1)Nc1ccc([N+](=O)[O-])cc1C(=O)Nc1ccccc1F
20	COc1cc(C)c(CNc2cccc(C)c2)cc1C
21	NN=C1C(=O)c2cccc3cccc1c23
22	O=C(CCC1CCCC1)NNC(=O)c1ccc(F)cc1
23	CSc1cccc(CN2CCN(Cc3ccccc3)C(CCO)C2)c1 (stereo not drawn)
24	COc1cc(/C=C2\SC(=Nc3c(C)n(C)n(-c4ccccc4)c3=O)NC2=O)ccc1O

Screen / compound no.,17,18,19,20,21,22,23,24
PLK1 PBD inh,-9%,0%,-14%,-4%,-23%,1%,-4%,34%[activator]
GLP-1R agonist,-7%,-4%,8%,0%,6%,10%,9%,6%
PI5P4K alpha inh,-10,0,-10,.,-8,3,3,-4
IL-2 act,-0.8,-1.9,-1.8,-0.1,1.8,0.7,-0.4,6.0
WRN helicase inh,-3%,4%[57.1 µM],1%,-11%,0%,-4%,0%,-4%
DRD3 agonist,4,-1,27,3,-1,-3,0,-4
GLP1R cytotox,?,0%,16%,0%,-3%,-9%,2%,-9%
GLP1R inv ag,-9%,-16%,2%,-13%,53%[activator],18%,-16%,91%[activator]
DRD3 antagonist,-8,-15,8,-10,-1,12,-54*,1

25	C=CCNC(=O)c1c(Cl)cccc1Cl
26	CCCCC[C@H](C)N1C[C@@H](COCc2ccccc2)Oc2cc(N3CC[C@H](N(C)C)C3)ccc2S1(=O)=O
27	CC(C(=O)NCC1CCCO1)n1cccc1C(=O)c1ccccc1 (stereo not drawn)
28	COc1ccc([C@H]2C[C@@H](n3cc(C4CC4)nn3)[C@H](O)CN2C(=O)c2cccs2)cc1
29	O=C1NC(c2ccccc2)=NC1(NS(=O)(=O)c1ccc(Cl)cc1)C(F)(F)F (stereo not drawn)
30	COc1ccc(C(=O)N2CCN(Cc3ccc(OC)c(OC)c3)CC2)cc1
31	Cc1cc(C(F)F)n2ncc(C(=O)NCc3ccccc3F)c2n1
32	CCCNC(=O)c1onc(CSc2ccc(F)c(F)c2)c1C(=O)NCCC

Screen / compound no.,25,26,27,28,29,30,31,32
PLK1 PBD inh,-8%,5%,3%,-3%,-2%,7%,-2%,-7%
GLP-1R agonist,-6%,-2%,-13%,-3%,1%,16%,29%,-4%
PI5P4K alpha inh,10,25,3,-2,0,-12,1,11
IL-2 act,-0.2,-1.2,-0.3,0.7,-0.1,-2.0,0.7,-0.2
WRN helicase inh,6%,4%,4%,-2%,1%,9%,-2%,-6%
DRD3 agonist,2,0,1,0,0,-19,2,1
GLP1R cytotox,3%,3%,-1%,-11%,-15%,-16%,-15%,1%
GLP1R inv ag,0%,?,1%,-14%,-14%,-1%,74%[activator],?
DRD3 antagonist,5,1,24,-12,2,-3,6,?

33	COc1ccccc1N1CCN(C(=O)C(C)NC(=O)c2cccc([N+](=O)[O-])c2)CC1 (stereo not drawn)
34	COc1cc2c(cc1OC)CN(C(=O)C1CCCN1S(=O)(=O)c1ccc(C)cc1)CC2 (stereo not drawn)
35	CCc1cccc(C)c1NC(=O)COC(=O)CNC(=O)c1cccs1
36	CN(Cc1ccccc1)C(=O)C(=O)c1ccccc1
37	C=CCSc1nnc(NC(=O)C23CC4CC(CC(NC(C)=O)(C4)C2)C3)s1
38	N/C(=N\N=C/c1ccc(Br)cc1)N/N=C\c1ccc(Br)cc1
39	O=C(CN1C(=O)NC2(CCc3ccccc32)C1=O)Nc1c(Cl)cccc1Cl (stereo not drawn)
40	Cc1cc(Cl)ccc1OCC(=O)Nc1cccc(S(=O)(=O)NC2=NCCCCC2)c1

Screen / compound no.,33,34,35,36,37,38,39,40
PLK1 PBD inh,-6%,-8%,0%,-8%,0%,-22%,0%,-4%
GLP-1R agonist,6%,-5%,0%,.,6%,-36%[inhibitor],9%,9%
PI5P4K alpha inh,5,-9,5,9,2,6,1,6
IL-2 act,0.3,0.4,1.1,0.0,-1.1,0.4,0.3,-5.0
WRN helicase inh,3%,-1%,-9%,-8%,1%,?,4%,1%
DRD3 agonist,-12,-6,16,1,2,-4,1,-4
GLP1R cytotox,11%,0%,-3%,7%,-1%,0%[0.307 µM],-15%,-12%
GLP1R inv ag,-10%,14%,5%,-10%,-3%,4%[0.307 µM],-12%,?
DRD3 antagonist,-19,-15,6,-5,7,11,-5,-2

Single records, as listed above.
Shown for COc1ccc2c(c1)OC[C@H]1[C@H]2N2C(=O)CN(Cc3ccc(C)cc3)C(=O)[C@@]2(C)[C@H]1c1ccccc1 : PLK1 PBD inh: 5%; GLP-1R agonist: -4%; PI5P4K alpha inh: 1; IL-2 act: -1.3; WRN helicase inh: -2%; DRD3 agonist: -9; GLP1R cytotox: -17%; GLP1R inv ag: ?; DRD3 antagonist: -5
Shown for CCCNC(=O)c1onc(CSc2ccc(F)c(F)c2)c1C(=O)NCCC : PLK1 PBD inh: -7%; GLP-1R agonist: -4%; PI5P4K alpha inh: 11; IL-2 act: -0.2; WRN helicase inh: -6%; DRD3 agonist: 1; GLP1R cytotox: 1%; GLP1R inv ag: ?; DRD3 antagonist: ?

Further entries
41	Clc1ccc(OCCn2c(-c3ccco3)nc3ccccc32)cc1
42	O=C(Nc1cc(C(F)(F)F)ccc1N1CCOCC1)c1ccc2ccccc2n1
43	COc1ccc(C(=O)NCC(=O)N/N=C/c2ccc([N+](=O)[O-])o2)cc1OC
44	COc1ccc(NC(=O)CN2C(=O)NC(C)(C3CC3)C2=O)cc1S(=O)(=O)N1CCCCC1 (stereo not drawn)
45	COc1ccccc1CCNC(=O)C(=O)NCC1OCCN1S(=O)(=O)c1ccccc1 (stereo not drawn)
46	Cc1cccn2c(CNCCc3ccccn3)c(C(=O)N3CCOCC3)nc12

Screen / compound no.,41,42,43,44,45,46
PLK1 PBD inh,-6%,-8%,-3%,-13%,-1%,-6%
GLP-1R agonist,5%,0%,2%,-1%,-1%,-1%
PI5P4K alpha inh,0,.,5,2,-8,0
IL-2 act,-1.0,-0.2,-0.9,0.3,-1.9,-1.9
WRN helicase inh,-19%,5%,-22%,6%,-2%,0%
DRD3 agonist,1,-1,11,-4,0,-7
GLP1R cytotox,2%,-3%,?,14%,-27%,4%
GLP1R inv ag,?,0%,11%,24%,2%,26%
DRD3 antagonist,?,12,14,21,0,-17

This is a random part of the collection; 7.8% or so of the library scored in one or more.
